# CHRM5 antagonist: human M5 muscarinic receptor antagonists, primary screen, CHO cells, Fluo-8 calcium fluorescence; inhibition, % at 3 µM; CHO-hM5 cells, ACh EC80; hit rate 0.59% among 360,000;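 active = inhibition above a per-plate cutoff, the mean of that plate's test compounds plus 3 SD, cut at about 27% in these data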;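 note: 0% = acetylcholine EC80 with DMSO and 100% = DMSO without agonist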
# Target sequence (P08912 whole entry, looked up): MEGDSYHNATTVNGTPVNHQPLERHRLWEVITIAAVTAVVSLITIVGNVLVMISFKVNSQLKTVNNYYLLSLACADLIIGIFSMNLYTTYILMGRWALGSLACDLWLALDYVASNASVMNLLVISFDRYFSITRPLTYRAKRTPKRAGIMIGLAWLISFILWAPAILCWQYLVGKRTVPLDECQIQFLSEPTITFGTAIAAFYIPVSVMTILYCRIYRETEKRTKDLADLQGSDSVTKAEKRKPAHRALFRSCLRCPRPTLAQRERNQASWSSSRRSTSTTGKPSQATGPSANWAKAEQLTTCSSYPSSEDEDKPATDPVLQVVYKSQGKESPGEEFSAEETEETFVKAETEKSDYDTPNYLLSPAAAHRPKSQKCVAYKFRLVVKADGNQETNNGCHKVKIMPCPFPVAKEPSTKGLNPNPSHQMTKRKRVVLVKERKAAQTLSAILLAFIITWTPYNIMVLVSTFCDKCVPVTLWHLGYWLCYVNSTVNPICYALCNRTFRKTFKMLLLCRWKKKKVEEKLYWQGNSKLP
# CHRM4 PAM: human M4 muscarinic receptor positive allosteric modulators, primary screen, CHO-K1 cells, Fluo-8 calcium fluorescence; AID 624126, 2012; activation, % at 3 µM; hit rate 0.4% among 360,000; Muscarinic acetylcholine receptor M4 (Homo sapiens), P08173; CHO-K1 hM4/Gqi5, ACh EC20; 0% = ACh EC20, 100% = maximal ACh;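 active = activation above its plate's cutoff, the mean activation of sample wells plus 3 SD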; note: some results filed as inactive read as strong as hits
# Target sequence (P08173 whole entry, looked up): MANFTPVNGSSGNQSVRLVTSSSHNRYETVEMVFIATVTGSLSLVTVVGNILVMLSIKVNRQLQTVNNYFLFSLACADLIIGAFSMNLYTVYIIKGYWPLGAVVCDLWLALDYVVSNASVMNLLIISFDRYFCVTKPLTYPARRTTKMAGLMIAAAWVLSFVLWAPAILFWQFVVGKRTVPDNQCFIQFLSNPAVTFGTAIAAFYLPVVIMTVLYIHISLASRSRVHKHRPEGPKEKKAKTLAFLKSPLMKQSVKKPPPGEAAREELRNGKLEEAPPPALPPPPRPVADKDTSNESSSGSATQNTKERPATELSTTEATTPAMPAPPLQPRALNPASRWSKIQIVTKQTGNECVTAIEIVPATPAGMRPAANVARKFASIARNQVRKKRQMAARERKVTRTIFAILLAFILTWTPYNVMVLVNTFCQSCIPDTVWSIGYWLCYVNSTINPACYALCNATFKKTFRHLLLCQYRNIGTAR
# CHRM4 antagonist: human M4 muscarinic receptor antagonists, primary screen, CHO cells, Fluo-8 calcium fluorescence | Muscarinic acetylcholine receptor M4 (Homo sapiens), P08173 | CHO-hM4 cells, ACh EC80 | inhibition, % at 3 µM | hit rate 0.73% among 360,000 | AID 624125, 2012;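 active = inhibition above its plate's cutoff, the mean inhibition of sample wells plus 3 SD, cut at about 27% in these data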;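 note: 0% = acetylcholine EC80 with DMSO and 100% = DMSO without agonist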
# CHRM5 PAM: human M5 muscarinic receptor positive allosteric modulators, primary screen, CHO-K1 cells, Fluo-8 calcium fluorescence. activation, % at 3 µM. CHO-K1 hM5, ACh EC20 PAM; 0% = ACh EC20, 100% = ACh EC100. AID 624038, 2012. hit rate 0.3% among 360,000. Muscarinic acetylcholine receptor M5 (Homo sapiens), P08912;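 active = activation above the run cutoff, the mean activation of all test compounds plus 3 SD, cut at about 18% in these data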
#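 System: CHO-K1 hM5 cells. Reagent: acetylcholine, EC20 level. Compound dosing: single dose, 3 µM nominal final test concentration. Timing: Post-acetylcholine fluorescence recording 140 s. Detection: Fluo-8 calcium fluorescence. Read-out: % activation, ACh-normalized. Benchmarks: ACh EC20 and EC100 wells. Repeats: singlicate, one well per test compound.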
# CHRM5 agonist: human M5 muscarinic receptor agonists, primary screen, CHO-K1 cells, Fluo-8 calcium fluorescence; Muscarinic acetylcholine receptor M5 (Homo sapiens), P08912; CHO-K1 hM5 cells; 0% DMSO wells, 100% maximal acetylcholine response; activation, % at 3 µM; hit rate 0.19% among 360,000;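 active = activation above the run's mean over test compounds plus 3 SD, cut at about 23% in these data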;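 note: signal is peak over basal fluorescence ratio across the kinetic read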
# CHRM4 agonist: human M4 muscarinic receptor agonists, primary screen, CHO-K1 cells, Fluo-8 calcium fluorescence; activation, % at 3 µM; hit rate 0.14% among 360,000; Muscarinic acetylcholine receptor M4 (Homo sapiens), P08173; CHO-K1 hM4/Gqi5; vehicle 0%, full acetylcholine response 100%; AID 624127, 2012;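 active = activation above the run mean over all test wells plus 3 SD, cut at about 32% in these data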;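 note: peak over basal fluorescence ratio per well then scaled between controls; 0% = DMSO wells and 100% = acetylcholine at EC100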
# CHRM1 PAM: human M1 muscarinic receptor positive allosteric modulators, primary screen, CHO-K1 cells, Fluo-8 calcium fluorescence, 1536-well | Muscarinic acetylcholine receptor M1 (Homo sapiens), P11229 | CHO-K1 hM1, ACh EC20; 0% = ACh EC20, 100% = maximal ACh | activation, % at 3 µM | hit rate 0.088% among 360,000; in the data active = activation above about 19%, passing the limit was not always enough
# CRFBP-R2 agonist: agonists of CRF-BP/CRF-R2 complex, primary screen, cell-based, HEK293, calcium dye fluorescence, uHTS | CRF-binding protein / CRF receptor 2 complex (human) | calcium dye fluorescence (FLIPR); percent of saturating CRF peptide response | activation, % at 13.2 µM | hit rate 0.46% among 350,000 | AID 588473, 2011;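 active = activation of at least 50%, plus an integration ratio under a set limit after plate pattern correction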;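 note: plate controls were neutral control wells without compound for no effect and CRF at EC100 for full effect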
# CRFR2-BP antag: antagonists of CRF-BP/CRF-R2 complex, primary screen, cell-based, HEK293, calcium dye fluorescence, uHTS; CRF-induced calcium fluorescence; inhibition, % at 11.8 µM; hit rate 0.59% among 350,000; AID 588475, 2011;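 active = inhibition of the ligand-induced calcium signal above about 50% at the single tested concentration, limit read from the data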
# * = called active by the depositor; x = not tested or not shown.
SMILES,CHRM5 antagonist,CHRM4 PAM,CHRM4 antagonist,CHRM5 PAM,CHRM5 agonist,CHRM4 agonist,CHRM1 PAM,CRFBP-R2 agonist,CRFR2-BP antag
O=C(CN1C(=O)NC2(CCc3ccccc32)C1=O)NCc1ccc(F)cc1 (stereo not given),7.3,18.4,-3.9,-7.2,-1.9,0.1,13.0,-0.1,-9.5
Cc1ccc(N2C(=O)N(CC(=O)N(C)Cc3ccccc3)C(=O)C2C)cc1 (stereo not given),-3.3,5.9,-9.9,7.2,3.9,2.6,2.7,-1.3,9.2
CC(C)c1ccc(CNc2c([N+](=O)[O-])c(=O)oc3ccccc23)cc1,4.7,-4.3,2.5,-9.6,0.8,6.1,-5.5,7.7,-30.7
Cc1cc(C)n2nc(C(=O)OCC(=O)NNC(=O)c3ccc(Cl)cc3)nc2n1,3.9,3.1,5.9,1.2,3.5,0.4,0.9,-0.7,-0.9
Cn1c(=O)c2ncn(CC(=O)O)c2n(C)c1=O,0.6,0.4,-0.4,0.2,-1.1,0.1,6.7,0.3,15.4
CCN(CC)CCCN=C1N[C@@H](c2cccc(F)c2)C(C(=O)OC)=C(C)N1Cc1ccccc1,2.6,0.7,13.2,7.0,-9.5,-0.1,-10.1,0.9,8.9
Nc1ccc(S(=O)(=O)NN=Cc2ccccc2[N+](=O)[O-])cc1,12.6,0.4,2.7,3.7,-0.4,0.1,2.8,-0.2,-4.7
CCOC(=O)c1c(C)[nH]c(C)c1C=O,0.3,8.2,-19.1,3.9,-5.7,2.0,5.8,-0.5,-11.4
CCOC(CNC(=O)c1ccc(N2CCc3ccccc32)c([N+](=O)[O-])c1)OCC,10.5,-11.2,5.1,-13.8,3.7,12.3,-4.9,-2.0,23.7
CC1(C(=O)NS(=O)(=O)c2ccccc2C(F)(F)F)CCN1C(=O)C1CCCCC1 (stereo not given),3.4,-2.7,-1.9,-3.5,2.2,0.5,12.2,x,x
O=C(c1ccccc1)c1cc2ccccc2o1,1.8,-1.0,2.4,4.2,-0.5,0.1,-4.9,-2.2,18.0
Cc1ccc(Cn2ncc3c(N4CCN(c5ccc(C)cc5)CC4)ncnc32)cc1,1.2,2.2,-11.8,-7.1,-2.0,1.8,-0.8,0.8,4.4
O=C(c1ccc([N+](=O)[O-])cc1)N(Cc1ccc(Cl)cc1)N1C(=O)CCCC1=O,-2.4,2.7,2.5,-2.7,-1.4,2.5,0.6,157.2*,-41.7
Cc1nn(Cc2ccc([N+](=O)[O-])cc2)c(=O)n1-c1ccc(Cl)cc1,-1.4,-1.2,-20.0,-5.1,-0.6,6.7,2.3,-1.4,5.4
CC(=O)c1ccc(S(=O)(=O)N2CCC3(CC2)OCCO3)cc1,-6.2,-0.3,-5.8,0.5,-2.5,1.1,0.8,0.3,2.8
Cn1c(-c2ccc(F)c(F)c2)cc2onc(-c3ccccc3)c2c1=O,10.8,-0.1,-1.2,6.8,-2.7,0.2,-5.1,0.2,0.4
CNC(=O)CCc1ccc(OC)cc1,-8.0,8.5,-5.2,6.6,1.2,0.1,10.3,2.3,-8.8
CCOc1ccccc1Nc1nnc(SCC(=O)NC(Cc2c[nH]c3ccccc23)C(=O)O)s1 (stereo not given),7.9,-5.1,5.8,-2.7,2.8,0.3,4.4,1.3,-5.1
CC(=O)Nc1sc(N/N=C/c2ccc(N(C)C)cc2)nc1-c1ccc(C)cc1,-0.9,-1.3,-10.6,-0.3,-0.4,-1.4,5.3,-4.1,-3.2
O=C1[C@@H]2[C@H](C(=O)N1O)[C@H]1C=C[C@@H]2C1,-8.4,-3.6,-6.0,1.6,1.9,-0.2,10.2,2.3,21.8

# In the list so far, these have a carbonyl joined to an NH by a bond outside any ring:
SMILES,CHRM5 antagonist,CHRM4 PAM,CHRM4 antagonist,CHRM5 PAM,CHRM5 agonist,CHRM4 agonist,CHRM1 PAM,CRFBP-R2 agonist,CRFR2-BP antag
O=C(CN1C(=O)NC2(CCc3ccccc32)C1=O)NCc1ccc(F)cc1 (stereo not given),7.3,18.4,-3.9,-7.2,-1.9,0.1,13.0,-0.1,-9.5
Cc1cc(C)n2nc(C(=O)OCC(=O)NNC(=O)c3ccc(Cl)cc3)nc2n1,3.9,3.1,5.9,1.2,3.5,0.4,0.9,-0.7,-0.9
CCOC(CNC(=O)c1ccc(N2CCc3ccccc32)c([N+](=O)[O-])c1)OCC,10.5,-11.2,5.1,-13.8,3.7,12.3,-4.9,-2.0,23.7
CC1(C(=O)NS(=O)(=O)c2ccccc2C(F)(F)F)CCN1C(=O)C1CCCCC1 (stereo not given),3.4,-2.7,-1.9,-3.5,2.2,0.5,12.2,x,x
CNC(=O)CCc1ccc(OC)cc1,-8.0,8.5,-5.2,6.6,1.2,0.1,10.3,2.3,-8.8
CCOc1ccccc1Nc1nnc(SCC(=O)NC(Cc2c[nH]c3ccccc23)C(=O)O)s1 (stereo not given),7.9,-5.1,5.8,-2.7,2.8,0.3,4.4,1.3,-5.1
CC(=O)Nc1sc(N/N=C/c2ccc(N(C)C)cc2)nc1-c1ccc(C)cc1,-0.9,-1.3,-10.6,-0.3,-0.4,-1.4,5.3,-4.1,-3.2

# (continued)
SMILES,CHRM5 antagonist,CHRM4 PAM,CHRM4 antagonist,CHRM5 PAM,CHRM5 agonist,CHRM4 agonist,CHRM1 PAM,CRFBP-R2 agonist,CRFR2-BP antag
CCOc1ccc(C2CC(c3ccc(OC)cc3)n3ncnc3N2)cc1 (stereo not given),2.0,-14.0,14.4,-2.6,3.0,1.6,-3.1,4.8,-17.3
CN(C(=O)c1cccc(NC(=O)Cc2ccc(NC(=O)C3CCN(C(=O)c4ccccc4)CC3)cc2)c1)C1CCCC1,-2.3,0.0,-8.4,-5.3,0.6,-0.6,-0.7,-1.5,6.2
CC(C)Nc1nc(NC(C)C)nc(N(C)C(N)=O)n1,6.6,8.0,-7.9,-2.3,-0.8,-1.4,4.6,-0.1,1.2
Fc1ccc(OCCCCCCN2CCCC2)cc1,5.2,-3.8,13.7,-1.0,-5.9,5.4,-15.7,-1.4,12.1
Cc1c(NC(=O)c2cccc(NC(=O)Cc3c(F)cccc3Cl)c2)c(=O)n(-c2ccccc2)n1C,9.8,7.2,-3.0,1.4,-0.7,1.6,11.5,1.4,-4.1
CN(CC(=O)Nc1ccc(Cl)c(C(F)(F)F)c1)C(=O)/C=C/c1ccco1,-7.7,8.5,-22.0,-0.8,1.2,5.0,-0.6,-1.0,4.8
CC(C)NC(=O)CN1CCN(C(=O)c2ccc3oc(CCCc4ccccc4)nc3c2)CC1,5.9,22.9*,-4.5,2.8,-3.1,2.8,12.2,-2.1,16.1
Cn1c(=O)n(Cc2ccccc2Br)c2ccccc21,-26.5,0.2,-1.4,3.0,-0.6,-1.0,8.5,3.2,-31.8
Cc1nc(NNC(=O)c2ccccc2)cc(-c2ccccc2)n1,-3.2,-4.3,15.1,-2.1,2.2,1.9,1.9,-0.1,2.5
CCOC(=O)C1=C(C)N=c2s/c(=C\c3cccc(OCC(=O)O)c3)c(=O)n2C1c1ccccc1OC (stereo not given),7.6,7.9,-25.5,-1.8,-1.2,2.0,4.5,2.9,8.8
COc1cccc(NC(=O)Nc2ccc(C)c(Cl)c2)c1,33.3*,-9.8,2.5,-20.1,4.0,12.7,-12.8,0.1,12.8
C=C(C)CN(CC)CCC(=O)Nc1ccc(OC)cc1OC,-0.6,-0.1,11.5,0.2,-0.7,0.3,5.3,1.6,-2.6
CN(C)c1oc(-c2ccccc2Cl)nc1S(=O)(=O)c1ccccc1,-3.1,-0.1,-10.1,-4.7,-1.8,-1.2,6.0,-1.7,0.8
COC(=O)c1ccc(-c2nc(CN3CCN(Cc4cccc(C)c4)CC3)c(C)o2)cc1,-4.2,-4.6,5.8,0.1,-9.7,1.6,5.0,0.5,4.6
O=C(N/C(=C\c1ccco1)C(=O)N1CCCCC1)c1ccc([N+](=O)[O-])cc1,-7.0,4.9,-12.7,8.6,-3.2,0.2,11.7,3.4,-34.4
Nc1cnn(C2OC(CO)C(O)C2O)c(=O)n1 (stereo not given),3.2,8.6,3.7,10.5,2.8,0.1,5.8,1.6,-1.4
COC(=O)C1=C(C)N(C)C(=O)NC1c1c(OC)ccc2ccccc12 (stereo not given),-0.4,3.3,2.9,1.8,2.5,0.8,9.0,-0.6,-11.5
CNC(=O)CSc1nnc(-c2cccs2)o1,9.1,-3.7,0.6,-10.7,-1.1,0.6,9.5,0.7,6.1
O=C1CCCCC1Nc1ccc(Br)cc1 (stereo not given),3.9,0.0,1.9,-5.9,-2.1,1.3,6.8,-0.2,13.9
CCCCn1c(=O)[nH]c(=O)c2c1nc(-c1ccccc1F)n2Cc1ccccc1,9.7,3.7,-4.8,1.6,-5.2,-1.6,3.6,-4.2,-3.2
NNC(=O)c1nnn(-c2nonc2N)c1CN1CCCC1,14.2,-3.6,0.9,-0.9,-7.7,0.1,5.8,2.9,8.1
CCNC(=O)CN1C(=O)NC2(CCCc3cc(OC)ccc32)C1=O (stereo not given),-4.8,10.5,8.6,-0.8,-2.5,-0.3,-0.3,0.7,-20.8
COc1ccc2oc(-c3ccc(C)c(NC(=O)CSc4ccc(Cl)cc4)c3)nc2c1,7.2,-11.2,-5.2,-6.1,2.5,10.8,-4.4,5.2,-14.2
COCC(=O)Nc1ccc(C(C)C)cc1,0.7,-3.7,5.4,-1.9,-0.2,6.5,1.7,1.2,-0.5
CCN(CCn1cccn1)C(=O)C1CCC(=O)N(CC2CCCCC2)C1 (stereo not given),-10.3,2.7,1.6,10.9,-2.7,1.2,-6.1,0.2,10.8
